# Compound activity deposited in PubChem BioAssay by several laboratories.
# NPY1 pot ag – NPY-Y1 receptor potentiators or agonists, primary screen, cell-based; AID 1304, 2008; NPY-Y1 expressing cells, potentiator/agonist activation; 220,000 tested, 0.37% active; Neuropeptide Y receptor type 1 (Homo sapiens), P25929; activation, % at 3.6 µM; in the data active means activation above about 33%, passing the limit was not always enough;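 further: cells stimulated with NPY at EC10 then isoproterenol at EC100; 0% = low agonist plus stimulus and 100% = saturating agonist plus stimulus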
# Target sequence (P25929 whole entry, looked up): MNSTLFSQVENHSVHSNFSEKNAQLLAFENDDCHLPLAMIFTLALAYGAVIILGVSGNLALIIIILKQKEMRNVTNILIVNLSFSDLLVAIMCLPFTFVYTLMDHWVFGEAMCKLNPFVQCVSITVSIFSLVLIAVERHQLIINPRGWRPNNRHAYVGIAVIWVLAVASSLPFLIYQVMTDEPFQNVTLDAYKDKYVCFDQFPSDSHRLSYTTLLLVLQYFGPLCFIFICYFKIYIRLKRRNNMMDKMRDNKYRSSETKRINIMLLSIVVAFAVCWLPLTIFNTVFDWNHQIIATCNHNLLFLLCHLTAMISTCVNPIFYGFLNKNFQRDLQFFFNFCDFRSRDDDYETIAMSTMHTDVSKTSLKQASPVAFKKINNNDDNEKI
# NPY2 pot ag – NPY-Y2 potentiators or agonists, primary screen, cell-based; Neuropeptide Y receptor type 2 (Homo sapiens), P49146; cells expressing NPY-Y2, potentiator/agonist read-out; activation, % at 3.6 µM; 220,000 tested, 0.45% active; AID 1359, 2008; in the data active means activation above about 27%;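 further: cells stimulated with NPY near EC25 plus isoproterenol at EC100; 0% = vehicle plus submaximal agonist and 100% = vehicle plus saturating agonist; some results beyond the cut were filed as inactive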
# Target sequence (P49146 whole entry, looked up): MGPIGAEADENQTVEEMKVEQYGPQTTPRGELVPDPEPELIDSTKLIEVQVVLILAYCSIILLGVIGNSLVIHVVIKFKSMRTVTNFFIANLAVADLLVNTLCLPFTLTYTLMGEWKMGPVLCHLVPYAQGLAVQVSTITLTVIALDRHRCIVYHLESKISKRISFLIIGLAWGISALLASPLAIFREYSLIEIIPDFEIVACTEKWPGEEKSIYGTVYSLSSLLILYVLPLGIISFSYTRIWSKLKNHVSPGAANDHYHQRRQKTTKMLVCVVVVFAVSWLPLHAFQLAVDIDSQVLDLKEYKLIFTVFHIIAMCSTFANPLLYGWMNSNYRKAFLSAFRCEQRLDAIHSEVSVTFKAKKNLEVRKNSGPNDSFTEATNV
# EP2 mod – EP2 receptor modulators, cAMP readout, primary screen, cell-based, HTRF cAMP, PGE2 stimulation | Prostaglandin E2 receptor EP2 subtype (Homo sapiens), P43116 | EP2-expressing cells, cAMP HTRF FRET, PGE2 co-stimulation | induction, % at 25 µM | 260,000 tested, 0.83% active | AID 940, 2007;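 active means compounds whose cAMP rise, as percent of the full-agonist control response, exceeds 60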;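 further: rat C6 glioma line stably carrying human EP2 under a CMV promoter; the protocol text gives 20 µM as final concentration; 100% = response of wells given 1 µM PGE2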
# TRPML3 agonist – human TRPML3 channel agonists, primary screen, cell-based, HEK293 TRPML3-YFP, Fluo-8 calcium fluorescence, 3 µM | Mucolipin-3 (Homo sapiens), Q8TDD5 | 220,000 tested, 0.29% active | activation, % at 3 µM | 100% = the carbachol control signal;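 active means activation above its plate's cutoff, the mean activation of the plate's test wells plus 3 SD, cut at about 12% in these data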;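 further: 0% = DMSO only wells and 100% = carbachol wells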
#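 system = HEK293 cells stably carrying human TRPML3-YFP | doses = one concentration, 3 µM nominal, 0.3% DMSO | timing = dye loading 1 h 37 °C then 30 min ambient, 125 s read | detection = Fluo-8 calcium dye fluorescence, ex 470-495, em 515-575 nm | benchmarks = high control carbachol 87 µM, low control DMSO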
# TRPN1 ag – zebrafish TRPN1 channel agonists, primary screen, cell-based, HEK293, calcium fluorescence. transient receptor potential cation channel N1 (TRPN1/NompC), Danio rerio. HEK293 zebrafish TRPN1-YFP, Fluo-8 calcium fluorescence; 100% = response to 87 µM carbachol. activation, % at 3 µM. 220,000 tested, 0.18% active. AID 1424, 2008;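 active means activation above its plate's cutoff, the mean activation of test wells on that plate plus 3 SD, cut at about 19% in these data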;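 further: 0% = DMSO alone and 100% = 87 µM carbachol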
#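 Material – zebrafish TRPN1-YFP in HEK293 cells · Doses – 3 µM single point · Schedule – dye 1 h 37 °C plus 30 min RT · Signal – Fluo-8 calcium fluorescence, excitation 470-495 nm, emission 515-575 nm · Read-out – % activation versus carbachol response · Control set – carbachol high, DMSO low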
# NPY-Y1 antag – NPY-Y1 receptor antagonists, primary screen, cell-based; Neuropeptide Y receptor type 1 (Homo sapiens), P25929; HEK293-CNG Y1 cells, membrane potential fluorescence; NPY at EC95, then isoproterenol; inhibition, % at 3.6 µM; 200,000 tested, 1% active;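 active means inhibition above the campaign mean inhibition of all tested compounds plus 3 SD, cut at about 20% in these data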;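 further: 0% = DMSO wells given NPY plus isoproterenol and 100% = isoproterenol alone without NPY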
#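 System: HEK293 cells with Y1 receptor plus CNG channel / Probe or stimulus: NPY 25 nM then isoproterenol 1 µM plus Ro 20-1724 25 µM / Compound: one concentration, 3.6 µM, in 0.4% DMSO / Schedule: compound incubation 1 h at room temperature, readout 45 min post-stimulation / Measured by: membrane potential fluorescence / Read-out: % inhibition of NPY effect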
# S1P4 antagonist – S1P4 receptor antagonists, primary screen, cell-based. Sphingosine 1-phosphate receptor 4 (Homo sapiens), O95977. S1P4-expressing cells, antagonist mode, reporter read-out. inhibition, % at 4.98 µM. 220,000 tested, 0.26% active. AID 1510, 2009; in the data active means inhibition above about 29%;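 further: 0% = wells stimulated with agonist and 100% = vehicle wells without agonist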
# S1P4 agonist – S1P4 receptor agonists, primary screen, cell-based | activation, % at 4.98 µM | S1P4-expressing cell line, agonist reporter assay | 220,000 tested, 0.35% active | AID 1509, 2009; in the data active means activation above about 11%;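 further: 0% = DMSO vehicle and 100% = reference agonist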
# CHOP inh – inhibitors of CHOP promoter induction, primary screen, cell-based, unfolded protein response, luciferase reporter | 220,000 tested, 3.8% active | inhibition, % at 10 µM | CHO-K1 CHOP-promoter luciferase, tunicamycin-induced, 15-18 h;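 active means compounds that reduced the stress-induced luciferase reporter signal by more than about 70% of percent inhibition, limit read from the data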;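 further: 0% = tunicamycin plus vehicle and 100% = wells without tunicamycin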
# An asterisk follows results filed as active; . = not tested or not shown; & = joins results of further samples. No enrichment for hits; 6.5% or so of the library scored in one or more.
# Values run as follows: EP2 mod	TRPML3 agonist	S1P4 antagonist	NPY1 pot ag	NPY-Y1 antag	NPY2 pot ag	TRPN1 ag	S1P4 agonist	CHOP inh
COc1ccc(/C=N/NC(=O)Cc2cc(OC)c(OC)cc2[N+](=O)[O-])cc1
 : -8	0.4	-14	-1	-3	3	0.6	0.8	-4
CCOC(=O)C(Cc1ccccc1)NC(=O)Cn1nnc(-c2ccccc2)n1 (configuration not stated)
 : 25	3.7	0	34	-1	16	5.7	1.5	-9
Cc1ccc(C)c(NC(=O)Cn2nnc(-c3ccc(N4CCOCC4)cc3)n2)c1
 : 12	1.4	-18	2	2	0	-1.6	0.8	-3
O=C(OCC(=O)N1c2ccccc2Sc2ccccc21)c1ccc[n+]([O-])c1
 : -4	3.7	4	21	0	12	1.9	0.0	-19
FC(F)(F)c1cc(-c2ccco2)nc(NCc2ccc(Cl)cc2)n1
 : 50	0.4	2	-29	13	10	-0.9	0.9	81*
Cc1cc(C)n2nc(SCc3nnc(-c4ccccc4Br)o3)nc2n1
 : -25	0.0	10	-11	0	-6	0.8	-0.8	0
Cc1ccc(C(=O)NC(=O)OCCn2c(C)cnc2[N+](=O)[O-])cc1
 : -43	-0.2	3	6	2	0	0.8	-0.9	3
Cc1ccc(OCC(=O)Nc2nnn(C)n2)c(C)c1
 : 29&-16	0.8	-51	-12	-4	7	-1.8	-0.3	8
O=C(NCc1ccccn1)c1cn(-c2ccccc2)nc1-c1ccc(Cl)cc1
 : 19	0.2	-48	-3	2	2	0.7	-0.1	14
CCOC(=O)C(CC)Sc1nc(-c2ccc(OC)cc2)nc2c1c(=O)n(C)c(=O)n2C (configuration not stated)
 : .	0.2	-6	-16	5	-18	-0.9	1.0	.
O=C(NNS(=O)(=O)c1ccc(F)cc1)C1CCN(Cc2cccc(F)c2)CC1
 : 6	0.6	-18	-2	-2	9	-0.1	1.4	16
CC1=NN(C(=O)CCc2ccccc2)C(c2ccccc2)C1 (configuration not stated)
 : 11	0.1	-15	1	1	-4	-0.1	1.5	-6
O=S1(=O)C=C(SCCN2CCCC2)c2ccccc21
 : -22&9	0.0	2	19	-3	-5	0.1	-1.4	2
Cc1ccnn2c(-c3ccccc3)c3c(=O)n(C)c(=O)n(C)c3c12
 : 24	0.5	-12	-5	3	-4	0.3	-2.3	25
O=C1CC(C(=O)N(CC2CCCO2)C(C(=O)NC2CCCCC2)c2ccncc2)CS1 (configuration not stated)
 : 18	-0.4	-23	22	-4	1	-0.3	0.2	16
CC1Cc2nc(SCC(=O)Nc3ccc4c(c3)OCO4)n(CCc3ccccc3)c(=O)c2S1 (configuration not stated)
 : 5	0.3	0	1	3	1	0.2	1.4	50
COc1ccc(OCC(O)CN(C)C(=O)/C=C/c2cccc([N+](=O)[O-])c2)cc1 (configuration not stated)
 : -44	0.8	5	4	1	-16	0.1	2.5	3
CCC(=O)Nc1cccc(-n2nnnc2SCC(=O)c2ccc(C)c(C)c2)c1
 : -7	0.4	-2	-3	-1	-1	2.1	-3.2	42
Cc1ccc2cc3c(NC(=O)CC(C)C)nn(C)c3nc2c1
 : -13	0.1	-10	-6	-3	-3	1.3	0.4	19
Cc1cc(=O)[nH]c2c1c(=O)[nH]n2C1CC(C)N(C)CC1C (configuration not stated)
 : 3	0.4	-15	3	-5	6	-0.2	1.5	-10
CCN1C(=O)C2C(c3ccc(O)c(OC)c3)NC(C)(C(=O)OC)C2C1=O (configuration not stated)
 : 2	-0.6	-15	-7	-3	8	0.1	1.7	-12
CC1CC(C)CN(CCC(=O)Nc2ccc3c(c2)CCC3)C1 (configuration not stated)
 : 8	1.5	-13	1	6	-19	0.6	-0.9	7
Cc1ccc(S(=O)(=O)Oc2ccccc2/C=C2/SC(=O)NC2=O)cc1
 : 30	2.6	-12	32	.	9	7.5	0.9	6
C=CCn1c(SCc2c(F)cccc2Cl)nnc1-c1ccco1
 : 29	-0.6	-3	11	1	-6	-1.8	1.9	15
CC1CCN(C(=O)CN(c2cccc(F)c2)S(C)(=O)=O)CC1
 : 23	0.6	-16	13	1	6	1.4	0.1	12
COc1cccc(Sc2cc(N3CCOCC3)nc(-c3ccccc3)n2)c1
 : 37	0.7	-13	-28	-1	3	-1.0	0.1	25
N#Cc1ccsc1NC(=O)CN1CCCCC1
 : 5	0.6	-13	-15	-1	3	1.6	1.4	35
COCCNC(=O)Cn1cc(S(=O)(=O)N2CCN(c3ccccc3F)CC2)c2ccccc2c1=O
 : -64	0.1	-2	-21	-1	6	0.0	2.7	39
CCC(=O)c1c(NCCc2ccccc2)cc(C)oc1=O
 : 7	-0.1	2	11	5	-13	-0.8	-1.6	-19
COc1ccccc1C(CC(=O)Nc1ccc(C)c(C)c1)c1ccc(OC(C)C)cc1 (configuration not stated)
 : 29	0.1	5	12	17	-1	0.1	3.2	31
O=c1[nH]c(NNC(=S)NC2CCCCC2)nc2c1C1(CCCC1)Cc1ccccc1-2
 : 9	0.2	13	22	.	-11	-0.2	0.3	103*
CC(=O)c1cccc(NC(=O)C(OC(=O)c2ccccc2NS(=O)(=O)c2cccs2)c2ccccc2)c1 (configuration not stated)
 : 10	1.4	-35	20	-5	-2	1.5	1.1	17
CC1CCc2sc(C(=O)N/N=C/c3ccc(O)cc3)cc2C1 (configuration not stated)
 : -31	-0.3	6	6	.	21	-2.1	0.8	24
COC(=O)c1cc(NC(=O)c2cc(C(C)(C)C)nn2Cc2ccc(F)cc2)ccc1N1CCOCC1
 : -30	-0.4	20	-2	.	-3	-0.2	-1.4	47
COc1ccc(NC(=O)c2[nH]c(C)c(C(C)=O)c2C)cc1S(=O)(=O)N1CCOCC1
 : 19	0.3	-15	8	-2	4	-0.1	-0.7	13
O=C(NCCO)c1cccc(S(=O)(=O)N2CCCCC2)c1
 : 0	1.5	-7	6	1	-19	1.6	0.3	-6
CCN(CC)CCNCC(=O)Nc1ccc(Oc2ccccc2)cc1
 : 12	0.6	-6	-1	.	3	1.9	0.1	-16
COc1ccccc1/C=C/C(=O)N1CCC(c2ccccc2)C1 (configuration not stated)
 : -87	-0.5	-26	-14	7	-15	-0.9	-1.9	11
Cc1onc(-c2ccccc2)c1C(=O)NC(=S)NNC(=O)c1ccc(O)cc1
 : 14	-0.4	-6	22	-4	7	-2.2	1.7	65
CCOP(=O)(OCC)C(Nc1ccc(F)cc1)c1ccccc1 (configuration not stated)
 : 38	-0.5	4	15	.	-16	-1.1	0.1	-1
CCOC(=O)/C(C#N)=C1/SC(CC)C(=O)N1c1ccc(Br)cc1 (configuration not stated)
 : 31	-1.4	-10	23	4	19	-1.8	0.2	-1
COc1ccc(C(=O)NCC(=O)OCC(=O)Nc2sccc2C#N)cc1OC
 : 1	1.0	6	-5	-2	-1	0.1	-3.3	16
Cc1ccccc1NC1=NC(=S)N(c2ccccc2)C12CCOC(C)(C)C2 (configuration not stated)
 : 22	1.0	-8	15	4	0	-1.5	0.6	11
Cc1cc(C)n(-c2nncn2/N=C/c2ccccc2F)n1
 : 10	0.4	-11	15	-6	1	0.8	1.1	12
O=C(CCCn1c(=O)c2sccc2n(CC(=O)NCc2ccco2)c1=O)NCc1ccco1
 : -2	-0.5	-5	20	-7	-7	-0.7	-2.8	16
O=C(c1cc(-c2cccs2)nc2ccccc12)N1CCN(S(=O)(=O)c2cccc(F)c2)CC1
 : -3	-0.3	0	-26	9	-4	-0.6	0.7	18
CCCC1S/C(=N/N=C/c2ccco2)NC1=O (configuration not stated)
 : 22	-0.1	-10	-12	-3	8	-0.7	-0.6	17
CCOC(=O)c1c(-c2ccc(C)o2)csc1NC(=O)CSc1nncs1
 : 42	0.7	14	-26	0	-12	-0.3	-1.0	8
O=C(NCC1CCCO1)C(c1ccncc1)N(Cc1cccs1)C(=O)CN1C(=O)c2ccccc2S1(=O)=O (configuration not stated)
 : -1	1.3	-20	12	-1	-2	3.4	1.8	-1
CN1CCN(CCCCOc2ccccc2-c2ccccc2)CC1
 : 28	0.6	-6	-12	13	-15	-0.6	-0.8	40

# Continued:
# Values run as follows: EP2 mod	TRPML3 agonist	S1P4 antagonist	NPY1 pot ag	NPY-Y1 antag	NPY2 pot ag	TRPN1 ag	S1P4 agonist	CHOP inh
O=C(COc1ccccc1Cl)c1ccc[nH]1
 : -13	0.6	4	6	-5	0	-0.4	0.8	-30
CCOC(=O)c1oc2ccc(Cl)cc2c1NC(C)=O
 : 7	-0.2	-4	-12	3	-11	-0.1	-1.0	4
O=C(COC(=O)c1ccc(NS(=O)(=O)c2ccc3c(c2)OCCO3)cc1)NCC1CCCO1 (configuration not stated)
 : 7	1.6	-11	-14	1	1	0.3	1.7	51
O=C(Nc1ccncc1)c1ccc2ccccc2c1
 : -39	0.5	-16	17	9	-2	4.2	0.6	0
CCc1ccc(OCCOCC(O)CNC(C)(C)C)cc1 (configuration not stated)
 : 4	0.2	-3	6	0	11	-0.3	0.5	5
COc1ccc(OCCn2cc(/C=C(\C#N)C(=O)NCc3ccco3)c3ccccc32)cc1
 : 19	1.1	-8	-5	5	-8	0.7	0.4	38
COCCCNC(=O)CCn1c(=O)c2ccccc2n(CC(=O)NCCC2=CCCCC2)c1=O
 : 29	-0.1	-4	1	0	8	-1.2	-1.1	-7
CCCCn1c(C(C)NC(=O)c2cccs2)nc2ccccc21 (configuration not stated)
 : 34	0.4	-7	8	-2	8	-0.8	0.9	16
Cc1ccc(NC(=O)COc2ccc(/C=C3/SC(=Nc4ccccc4)N(Cc4cccnc4)C3=O)cc2)cc1
 : 16	0.1	-4	6	7	-13	0.2	-0.8	24
O=C(Oc1cccnc1)c1ccc(Cl)cc1
 : 12	0.6	4	-9	0	2	0.2	0.2	49
CCOC(=O)Cc1csc(NC(=O)c2ccco2)n1
 : -15	0.8	-4	-5	3	-1	1.1	-0.3	-30
Cc1nc(N2CCN(c3ccccc3)CC2)nc2c1C(=O)CC(C)C2 (configuration not stated)
 : 2	0.7	-9	-14	14	5	0.1	0.8	36
